# Screens from PubChem BioAssay.
# S1P4 ag = agonists of human S1P4 receptor; O95977; 0.35% of 220,000 active; S1P4-expressing cell line, agonist reporter assay; AID 1509; activation, % at 4.98 µM; in the data active = activation above about 11%;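 also: 0% = DMSO vehicle and 100% = reference agonist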
# Target sequence (O95977 whole entry, looked up): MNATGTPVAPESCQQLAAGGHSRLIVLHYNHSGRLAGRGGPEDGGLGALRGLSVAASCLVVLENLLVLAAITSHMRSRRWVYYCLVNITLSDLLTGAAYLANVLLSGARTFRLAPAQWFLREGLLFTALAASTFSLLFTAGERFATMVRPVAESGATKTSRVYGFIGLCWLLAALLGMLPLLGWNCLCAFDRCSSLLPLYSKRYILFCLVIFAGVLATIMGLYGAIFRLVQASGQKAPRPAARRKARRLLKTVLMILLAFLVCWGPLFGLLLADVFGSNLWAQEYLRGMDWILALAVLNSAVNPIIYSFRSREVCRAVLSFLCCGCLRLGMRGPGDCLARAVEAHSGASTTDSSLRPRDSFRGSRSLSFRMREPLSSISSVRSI
# PERK inh = inhibitors of human PERK kinase; 0.17% of 220,000 active; inhibition, % at 5.6 µM; Q9NZJ5; CHO PERK-DD fusion, SEAP luminescence translation reporter;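 active = inhibition above the mean inhibition of all tested compounds plus 3 SD, set separately per screening campaign, cut at about 2.9% in these data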;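 also: PERK kinase domain activated by AP20187 dimerizer at 100 nM; 0% = DMSO with dimerizer and 100% = rapamycin at 8.4 µM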
# Calpain2 inh = calpain II (pig) inhibition | purified calpain II, fluorogenic peptide substrate, 30 min | inhibition, % at 16 µM | 0.37% of 220,000 active | AID 1236;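 active = inhibition above about 50%, limit read from the data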
# TRPML3 agonist = activates the human TRPML3 channel; Q8TDD5; HEK293 TRPML3-YFP, Fluo-8 calcium fluorescence; 100% = the carbachol control signal; activation, % at 3 µM; 0.29% of 220,000 active; AID 1448;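 active = activation above its plate's cutoff, the mean activation of the plate's test wells plus 3 SD, cut at about 12% in these data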;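 also: 0% = DMSO only wells and 100% = carbachol wells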
# Target sequence (Q8TDD5 whole entry, looked up): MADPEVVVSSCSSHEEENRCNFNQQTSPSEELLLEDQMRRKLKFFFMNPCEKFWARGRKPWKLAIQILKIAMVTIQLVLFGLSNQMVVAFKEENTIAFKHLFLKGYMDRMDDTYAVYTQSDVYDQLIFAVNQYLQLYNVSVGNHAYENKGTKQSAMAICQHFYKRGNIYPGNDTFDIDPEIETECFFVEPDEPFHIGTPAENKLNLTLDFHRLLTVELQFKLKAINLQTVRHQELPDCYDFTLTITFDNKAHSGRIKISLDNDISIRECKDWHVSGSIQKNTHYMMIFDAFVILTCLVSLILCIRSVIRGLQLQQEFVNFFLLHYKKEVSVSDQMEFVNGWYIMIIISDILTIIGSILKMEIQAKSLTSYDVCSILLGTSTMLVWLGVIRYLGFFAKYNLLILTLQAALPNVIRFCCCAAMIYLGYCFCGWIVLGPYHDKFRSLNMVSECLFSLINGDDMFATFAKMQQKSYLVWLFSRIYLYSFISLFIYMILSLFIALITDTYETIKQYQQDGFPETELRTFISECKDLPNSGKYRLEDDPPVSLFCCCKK
#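 Test system: HEK293 cells stably carrying human TRPML3-YFP; Doses: single dose, 3 µM final nominal compound, 0.3% DMSO final; Schedule: dye loading 1 h 37 °C then 30 min ambient, 125 s read; Technique: Fluo-8 calcium fluorescence; Benchmarks: high control carbachol 87 µM, low control DMSO.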
# zfTRPN1 agonist = activates the zebrafish TRPN1 channel. 0.18% of 220,000 active. HEK293 zebrafish TRPN1-YFP, Fluo-8 calcium fluorescence; 100% = response to 87 µM carbachol. activation, % at 3 µM;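 active = activation above its plate's cutoff, the mean activation of test wells on that plate plus 3 SD, cut at about 19% in these data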;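 also: 0% = DMSO alone and 100% = 87 µM carbachol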
#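 Control set: carbachol 87 µM as high control, DMSO as low control; system: HEK293 stable line with zebrafish TRPN1-YFP; read-out: % activation versus carbachol response; detection: intracellular calcium fluorescence with Fluo-8; doses: single test compound dose, 3 µM nominal, 0.3% DMSO; schedule: dye 1 h 37 °C plus 30 min RT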
# BaF3 tox = counter-screen for JAK2V617F inhibitors: parental Ba/F3 viability inhibitors; CellTiter-Glo ATP luminescence; inhibition, % at 5.6 µM; 1.1% of 220,000 active; AID 1486;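 active = inhibition above a per-campaign cutoff, the mean inhibition of all tested compounds plus 3 SD, cut at about 27% in these data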;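 also: 0% = DMSO wells and 100% = JAK Inhibitor I control wells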
# Ba/F3 V617F tox = reduce viability of Ba/F3 cells dependent on JAK2V617F; Ba/F3 EpoR-JAK2V617F viability, ATP luminescence; AID 1446; 1.1% of 220,000 active; inhibition, % at 5.6 µM;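 active = inhibition above the campaign mean plus 3 SD over all tested compounds, cut at about 24% in these data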;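 also: cytokine-independent growth of Ba/F3 cells driven by EpoR plus mutant JAK2; 0% = DMSO-treated cells and 100% = JAK inhibitor I control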
# S1P4 antagonist = antagonists of human S1P4 receptor. O95977. S1P4-expressing cells, antagonist mode, reporter read-out. inhibition, % at 4.98 µM. 0.26% of 220,000 active. AID 1510; in the data active = inhibition above about 29%;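 also: 0% = wells stimulated with agonist and 100% = vehicle wells without agonist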
# EP2 modulator = modulators of human EP2 prostaglandin E2 receptor | P43116 | EP2-expressing cells, cAMP HTRF FRET, PGE2 co-stimulation | induction, % at 25 µM | 0.83% of 260,000 active;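 active = compounds whose cAMP rise, as percent of the full-agonist control response, exceeds 60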;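 also: rat C6 glioma line stably carrying human EP2 under a CMV promoter; the protocol text gives 20 µM as final concentration; 100% = response of wells given 1 µM PGE2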
# The depositor's hits bear a star; x = no result given; & = joins results of further samples.
# Sequence of screens: S1P4 ag, PERK inh, Calpain2 inh, TRPML3 agonist, zfTRPN1 agonist, BaF3 tox, Ba/F3 V617F tox, S1P4 antagonist, EP2 modulator
Cc1ccc(-c2csc3ncn(CC(=O)N4CCOCC4)c(=O)c23)cc1C
    3.8, -0.5, -4, 1.1, -1.1, 7, 3, 5, -38&-18
N#Cc1nc(COc2ccc(Cl)cc2)oc1NCc1ccc2c(c1)OCO2
    2.2, 0.9, 29, -0.4, -1.1, 8, 0, 10, -42
CCN(CC)CCNC(=O)CNC(=S)N(CCCN1CCOCC1)Cc1cccs1
    0.0, 0.4, 24, 0.8, 0.6, 5, 1, -12, 0
CC(=O)Nc1ccc(S(=O)(=O)N(c2cccnc2)S(=O)(=O)c2ccc(NC(C)=O)cc2)cc1
    -2.2, 0.3, -5, -0.4, 0.6, 3, -1, -27, -23
COc1cc(SC)ccc1C(=O)OCC(=O)NC1CCCCC1
    0.6, 0.2, 14, 1.0, 0.3, 3, 2, -16, -12
Cc1cc(=O)[nH]c(SCC(=O)C23CC4CC(CC(C4)C2)C3)c1C#N
    -0.2, 0.3, 3, 0.4, 1.9, -1, -6, -5, 12
Cc1ccc2c(c1)cc1c(=O)[nH]ncn12
    0.7, 0.7, -3, 0.5, -0.1, 1, 1, -9, 35
Cc1cccc(Oc2ccc(C(=O)NC3CCSC3=O)cn2)c1C (centres undefined)
    0.2, 0.5, 14, 0.6, 1.5, 5, 1, 2, 5
CC(C)Cc1ccc(S(=O)(=O)Nc2ccccn2)cc1
    -0.7, -0.4, 4, 0.5, 0.1, -7, 3, 4, 25
CN(C)C(=O)/C(C#N)=C\c1cc(Br)c(Sc2ccc(Cl)cc2)o1
    2.5, 0.0, -55, -0.5, -0.5, 6, 1, -9, -5
O=C(O)CSCCCC(=O)Nc1ccc(Br)cc1
    1.1, 1.5, -11, -0.1, 0.2, 0, -5, -1, 2
CSCCC(NS(=O)(=O)c1ccc2ccccc2c1)C(=O)OCC(=O)c1ccc(C(C)C)cc1 (centres undefined)
    -0.2, -0.8, 22, 1.5, 3.0, 9, 4, -13, 28
CCCn1c(SC(C)C(=O)O)nc2ccccc21 (centres undefined)
    -0.2, 1.6, 11, 0.7, -0.6, 2, -2, 7, -16
Cc1ccc(NC(=O)NC2CCN(S(=O)(=O)c3ccc(F)cc3)CC2)cc1
    -1.9, 0.0, -1, -0.4, 0.2, 6, 1, -7, 23
Cc1[nH]c2ccccc2c1C(=O)NS(=O)(=O)Nc1ccc(F)cc1
    0.7, 1.3, 2, 0.3, 1.9, 3, -2, -13, 24
CS(=O)(=O)Nc1ccc(Cc2ccc(NS(C)(=O)=O)cc2)cc1
    -1.4, 1.7, -11, 1.7, 2.4, 4, -3, -13, 3
CSc1ccccc1NC(=O)COC(=O)c1ccccc1O
    1.3, 0.7, -18, -0.7, -2.3, 6, 3, -13, 3
O=C(ON=C1CCN(S(=O)(=O)c2ccccc2)CC1)c1ccc(Cl)cc1
    0.2, 0.5, 11, 0.0, -0.5, 9, -1, -5, 27
CNC(=O)CN(C)S(=O)(=O)c1ccc(F)cc1
    -1.7, 0.2, 14, 0.0, -0.4, 2, -3, -9, -45
Cc1nnc(SCc2nc3sc4c(c3c(=O)[nH]2)CCCC4)n(N)c1=O
    1.1, 0.5, 12, 1.1, 2.8, -5, 0, -12, -13
C(=C\c1ccccn1)/c1ccccn1
    0.5, 2.4, 28, 0.6, 1.1, 1, 0, 5, -18
CCOc1ccc(N(CC(=O)Nc2ccc3c(c2)OCCO3)S(=O)(=O)c2c(C)noc2C)cc1
    -0.3, -1.0, 3, 0.6, 0.3, -1, -5, -4, -9
O=S1(=O)CCN=C2SC3=C(CCCC3)N21
    -0.2, 2.0, -2, 0.3, 0.6, 0, 0, 17, 39
O=C(CN(Cc1ccco1)C(=O)CNS(=O)(=O)c1ccc(Cl)cc1)NCc1ccc(F)cc1
    2.1, -0.9, x, -0.1, -0.1, 2, 1, -5, x
O=C(Nc1cccs1)NC1CCCC1
    0.0, 0.8, 29, 0.7, 0.3, 2, -3, 16, -23
Cc1ccc(-c2nc(NCc3ccco3)n(S(C)(=O)=O)n2)cc1
    -1.4, 0.0, -17, 0.3, -0.9, 6, 1, -5, -20
Cc1cc(Oc2ccc(=O)n(C)n2)nc(=S)[nH]1
    -0.6, 2.3, 2, -0.8, -3.1, 4, -1, 0, 13
CC1(C)CC(=O)C/C(=N\NC(=O)C2CC2c2ccccc2)C1 (centres undefined)
    0.4, 0.6, -23, 0.6, 0.7, 6, 1, -8, 11
CCOC(=O)/C=C/C(=O)OCC(=O)Nc1ccc(OC)c(Cl)c1
    2.3, 0.9, -28, 0.6, 1.8, 5, -2, -15, 5
CCN1CCN(c2cc(C)c3cc(NC(=S)N4CCC5(CC4)OCCO5)ccc3n2)CC1
    -1.4, 0.9, -32, 1.2, 0.3, 10, 5, 14, -30
O=C(Cn1cnc2ccccc21)c1ccc(Br)cc1
    0.8, -0.1, -6, 0.9, 1.4, 4, -1, -12, 2
O=C(Oc1ccc(N2C(=O)CCC2=O)cc1)c1ccco1
    0.1, 1.1, -7, 0.7, -1.2, 4, 2, 15, 5
Cn1nnnc1SCC(=O)NNC(=O)c1ccc(F)cc1
    -0.9, 1.2, -21, 1.4, -0.5, 7, 2, 10, 7
CCOC(=O)c1c(C)c(C(=O)NCc2cccs2)c(C)n1C
    0.6, 0.4, 4, -1.2, 1.1, 4, -7, -12, 23
O=S(=O)(c1ccc(S(=O)(=O)N2CCCN(Cc3ccccc3)C2)cc1)N1CCCCCC1
    0.6, 0.3, 6, 0.3, 0.0, 2, 4, -4, 17
Cc1ccc(NC(=O)C2CCCO2)cc1[N+](=O)[O-] (centres undefined)
    -0.7, 0.9, -11, 0.8, 1.0, 5, -5, -7, 11
COc1ccc(Nc2nc(N3CCCC3)nc3ccccc23)c(OC)c1
    0.1, -1.6, -14, -0.2, 0.3, 18, 47*, -6, -15
Nc1nc(-c2ccc(Cl)cc2)c(S(=O)(=O)c2ccccc2)s1
    0.8, 0.6, 30, -0.9, -0.7, 7, 2, -13, 47
CC1CCN(c2nc3ccc(C(=O)O)cc3s2)CC1
    1.8, 0.5, 13, 1.1, 3.9, 3, -1, -9, 7
COc1ccc(NC(=O)C(C/C=C(/C)Cl)C(C)=O)cc1 (centres undefined)
    1.1, -1.5, 22, -1.2, -2.1, 0, 1, -9, 32
NC(=O)NC(=O)CSc1nnc(-c2ccc(Cl)cc2)n1CC1CCCO1 (centres undefined)
    1.5, -0.2, -13, 0.3, 1.0, 0, -2, -12, 4
COc1ccc(NC(=O)CSc2nncn2C)c([N+](=O)[O-])c1
    -0.5, 1.6, -10, 1.1, 2.2, 8, -1, -6, 3
CCn1ccnc1CN1CCCC(C(=O)c2ccc3cc(OC)ccc3c2)C1 (centres undefined)
    3.0, 0.7, -421, 1.1, 1.4, 3, 1, -13, -53
Nc1nnc(CSCc2ccccc2)s1
    0.2, 1.4, -23, 0.3, 1.4, 6, 0, -10, 17
O=C(NCCN1CCOCC1)c1cc(-c2ccco2)on1
    0.9, 0.1, -4, 1.1, 2.4, 5, 1, -41, 10

# Fetched one by one from the list above (5):
# Sequence of screens: S1P4 ag, PERK inh, Calpain2 inh, TRPML3 agonist, zfTRPN1 agonist, BaF3 tox, Ba/F3 V617F tox, S1P4 antagonist, EP2 modulator
O=C(Oc1ccc(N2C(=O)CCC2=O)cc1)c1ccco1
    0.1, 1.1, -7, 0.7, -1.2, 4, 2, 15, 5
COc1ccc(Nc2nc(N3CCCC3)nc3ccccc23)c(OC)c1
    0.1, -1.6, -14, -0.2, 0.3, 18, 47*, -6, -15
Nc1nnc(CSCc2ccccc2)s1
    0.2, 1.4, -23, 0.3, 1.4, 6, 0, -10, 17
NC(=O)NC(=O)CSc1nnc(-c2ccc(Cl)cc2)n1CC1CCCO1 (centres undefined)
    1.5, -0.2, -13, 0.3, 1.0, 0, -2, -12, 4
CCn1ccnc1CN1CCCC(C(=O)c2ccc3cc(OC)ccc3c2)C1 (centres undefined)
    3.0, 0.7, -421, 1.1, 1.4, 3, 1, -13, -53

# (listing goes on)
# Sequence of screens: S1P4 ag, PERK inh, Calpain2 inh, TRPML3 agonist, zfTRPN1 agonist, BaF3 tox, Ba/F3 V617F tox, S1P4 antagonist, EP2 modulator
O=C(NCCCNc1ccc([N+](=O)[O-])cc1)C(F)(F)F
    -1.0, 1.2, 7, 0.9, 0.8, 2, -6, -6, 13
CCN(CC)CCCOc1ccc(C)cc1Br
    -0.2, -0.8, -6, 0.6, -1.4, 3, -2, 5, -12
COC(=O)c1[nH]cnc1C(=O)c1ccccc1
    -0.4, 0.6, 4, -0.4, 0.3, -1, -5, -7, 22
Cc1cccc(CN2CCN(C(=S)Nc3ccccc3)CC2)c1
    0.4, 0.8, -16, 0.8, -1.6, 3, -3, 2, -29
CC1=Nc2ccccc2/C1=C/c1c(N)n2c(S(=O)(=O)CC(C)C)nsc2nc1=O
    20*, -0.7, 6, -0.1, 1.1, 1, 2, -4, 1
Cc1cnccc1CNC(=O)CC1C(=O)NCCN1CC(C)(C)C (centres undefined)
    1.0, 0.8, -26, -0.1, 1.5, 5, 1, -18, 19
C/C(=N\NC(=O)C1CC1)c1ccc(NC(=O)c2ccc(Br)o2)cc1
    -0.8, -0.1, 17, 0.7, 0.7, 6, 4, -4, -33
N/C(=N\OC(=O)c1cccs1)C1(c2ccc(Cl)cc2Cl)CC1
    0.2, 1.6, 28, -0.3, 1.8, 1, 4, 18, -35
COc1ccc(N2C(=O)C3CCCN3C2c2cccc(F)c2)cc1Cl (centres undefined)
    1.7, 0.7, 5, 1.1, 1.1, 1, -1, -4, -3
O=S(=O)(Nc1nc2ccccc2nc1NCC1CCCO1)c1ccccc1 (centres undefined)
    0.6, -0.4, -3, 0.3, 0.7, -1, -3, -10, 3
CCCn1nc(C(=O)Nc2ccc(S(=O)(=O)Nc3nccs3)cc2)c2ccccc2c1=O
    0.4, -0.9, -32, 0.1, -0.3, 4, -1, -9, -10
CCO[C@@H]1OC(C(=O)O)=C[C@H](C2CC2)[C@H]1CCCO
    -0.7, 0.7, -2, 0.0, 1.1, 4, -1, -3, 28
COc1ccc(CCn2c(NN=C3CCCCC3)nc3c2c(=O)[nH]c(=O)n3C)cc1
    0.0, 1.4, -76, 0.7, -0.8, 0, -2, -3, 24
COc1ccc(OC)c(S(=O)(=O)Nc2c(C)cccc2C)c1
    -0.9, 0.8, 16, 0.4, -1.1, 11, 3, -9, 22
COc1ccc2c(=O)c(-c3cnn(-c4ccccc4)c3)c(C)oc2c1
    -0.6, -0.1, -8, 0.8, 1.0, 6, -2, 9, -35
COc1ccc(-c2noc(CCC(=O)N3CCN(c4cc(C)ccc4C)CC3)n2)cc1
    0.9, 0.7, 15, 0.3, -0.8, 2, -2, -7, 0
Cc1cc(C)nc(-n2nc(C)cc2NC(=O)c2cccc(S(=O)(=O)N3CCOCC3)c2)n1
    1.0, 0.4, -83, 0.9, 1.8, 1, 1, -11, -3
O=C(Nc1cc([N+](=O)[O-])ccc1F)c1cccs1
    -1.1, 0.4, 9, 0.3, 0.0, 0, -2, -12, -17
O/N=C\c1cccn1-c1nccs1
    0.9, 1.8, -10, 1.2, 1.4, 1, -4, -2, -23
COc1cccc(C(=O)N(Cc2nc(-c3ccc(C)cc3)no2)C(C)C)c1
    0.8, -1.1, 0, -0.2, 0.6, 8, 5, -5, 25
